From PubChem
Runt-SMMHC FRET: blocks binding of human RUNX1 Runt domain to CBFb-SMMHC; AID 1434; 0.74% of 220,000 active; Q01196+Q13951; Cerulean-Runt/Venus-CBFb-SMMHC FRET ratio 530/480, 1 h; inhibition, % at 20 µM;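 active = mean inhibition across duplicate retests at 20 µM reaching about 50%, limit read from the data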;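 note: 0% = DMSO wells and 100% = wells with excess untagged CBFb-SMMHC; inhibitors lower the FRET ratio by blocking Runt binding to CBFb-SMMHC; some results filed as inactive read as strong as hits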
Runt-CBFb FRET: Runt domain-CBFb interaction inhibition. Q01196+Q13951. Cerulean-Runt/Venus-CBFb FRET ratio 530/480, 1 h. inhibition, % at 20 µM. 0.46% of 220,000 active;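 active = inhibition over about 50% at 20 µM in the single-dose screen, limit read from the data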;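 note: 0% = DMSO wells and 100% = excess unlabeled CBFb competitor control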
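Measured by: fluorescence energy transfer, 422 nm excitation, 530/480 nm emission; test system: Cerulean-tagged RUNX1 Runt domain (FRET donor) fusion protein; buffer or medium: Tris pH 7.5 buffer with BSA; compound: one dose, 20 µM compound, 1% DMSO; times: two 1 h room-temperature incubations shielded from light; benchmarks: unlabeled CBFb 5 µM, positive control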
MDM2 E3 inh: blocks human Mdm2 ubiquitin ligase activity | cell-based MDM2 ubiquitination luciferase reporter, 2 h; 0 = plate control, 100 = twice control, blank-subtracted | signal enhancement, % at 5 µM | 0.11% of 210,000 active | Q00987;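 active = signal enhancement of 30% or more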;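 note: luminescence tracks abundance of the self-degrading MDM2-luciferase fusion protein; higher signal means inhibition of MDM2 E3 ligase activity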
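Test system: mammalian cells stably expressing self-ubiquitinating, self-degrading MDM2 E3–luciferase fusion; Amount: 2000 cells in each well; Medium: DMEM; Schedule: 4 h settle plus 2 h compound, 37 °C; Technique: SteadyLite luciferase luminescence after 15 min room-temperature reagent incubation; Benchmarks: plate control and blank wells.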
zVAD death inh: L929 zVAD cell death inhibition; L929 zVAD necroptosis rescue, ATP luminescence, 24 h; with zVAD 60 µM; viability rescue, % at 10 µM; 0.38% of 220,000 active;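 active = activation, scaled between plate controls, above about 75%, limit read from the data; inactive = activation under that limit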;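 note: 0% = zVAD with DMSO and 100% = DMSO alone without zVAD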
Hck Nef HTS: inhibitors of human Hck kinase activated by Nef | P08631 | Recombinant Hck-YEEI plus Nef, Z-Lyte FRET kinase assay | inhibition, % at 20 µM | 0.68% of 220,000 active | AID 463187;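 active = Hck-Nef kinase inhibition above about 50%, limit read from the data; inactive = inhibition below that limit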;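 note: 0% = DMSO with Hck plus Nef and 100% = Hck alone without Nef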
TbHK1 inh: blocks Trypanosoma brucei hexokinase 1 activity. recombinant TbHK1, G6PDH-coupled NADH A340. inhibition, % at 10 µM. 0.11% of 220,000 active. AID 1430;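 active = inhibition of 50% or more in the single-dose primary screen; inactive = inhibition below 50%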
NCF1 inh: blocks human p47phox regulatory protein of NADPH oxidases | P14598 | p47phox/p22phox peptide binding, fluorescence polarization, 2 h | inhibition, % at 24.7 µM | 0.53% of 220,000 active | AID 1274;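 active = inhibition above about 30%, limit read from the data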;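 note: 0% = p47phox with labelled peptide and 100% = labelled peptide alone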
Target sequence (P14598 whole entry, looked up): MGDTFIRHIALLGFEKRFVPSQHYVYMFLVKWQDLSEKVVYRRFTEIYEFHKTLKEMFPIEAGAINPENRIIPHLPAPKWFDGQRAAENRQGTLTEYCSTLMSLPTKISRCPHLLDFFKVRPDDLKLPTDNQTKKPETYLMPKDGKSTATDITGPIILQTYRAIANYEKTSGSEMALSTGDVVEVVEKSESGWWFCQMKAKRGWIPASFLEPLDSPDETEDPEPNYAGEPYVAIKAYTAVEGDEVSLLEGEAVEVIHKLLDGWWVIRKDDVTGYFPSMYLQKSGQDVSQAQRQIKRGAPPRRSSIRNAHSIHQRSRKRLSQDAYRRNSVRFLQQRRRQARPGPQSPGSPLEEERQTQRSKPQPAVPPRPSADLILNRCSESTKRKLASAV
14-3-3 Bad PPI: disrupts binding of bovine 14-3-3 zeta to phospho-Bad peptide | P63103 | TR-FRET 14-3-3zeta/Dy647-pBad peptide displacement, 1 h | inhibition, % at 21.7 µM | 0.71% of 220,000 active | AID 781;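 active = inhibition above about 70%, limit read from the data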;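 note: 0% = full 14-3-3 plus peptide FRET controls and 100% = background without 14-3-3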
Target sequence (P63103 whole entry, looked up): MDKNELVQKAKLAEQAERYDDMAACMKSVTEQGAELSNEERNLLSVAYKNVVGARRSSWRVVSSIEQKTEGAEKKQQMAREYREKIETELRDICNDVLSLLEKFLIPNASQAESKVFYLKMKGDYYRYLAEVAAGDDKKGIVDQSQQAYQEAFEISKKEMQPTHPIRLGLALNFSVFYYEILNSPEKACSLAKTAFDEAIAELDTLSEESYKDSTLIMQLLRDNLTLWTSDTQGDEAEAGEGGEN
EBV gp42 block: blocks Epstein-Barr virus glycoprotein 42 binding; Q1HVG2; 0.42% of 220,000 active; Fluorescence polarization binding assay, mP read-out; AID 1085; inhibition, % (tested at 21.74 µM); in the data active = inhibition above about 50%
Target sequence (Q1HVG2 whole entry, looked up): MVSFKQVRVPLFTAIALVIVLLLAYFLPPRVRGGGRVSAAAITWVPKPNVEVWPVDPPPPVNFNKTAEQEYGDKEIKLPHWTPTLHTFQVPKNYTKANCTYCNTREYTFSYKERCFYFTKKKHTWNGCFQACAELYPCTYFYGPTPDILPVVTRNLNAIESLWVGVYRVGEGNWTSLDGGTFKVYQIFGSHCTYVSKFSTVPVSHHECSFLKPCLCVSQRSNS
Active calls of the source: *; x = not tested or not shown; [ ] = dose if it differs, or a comment. Compounds as they come; overall some 3.2% were active at least once.

SMILES	Runt-SMMHC FRET	Runt-CBFb FRET	MDM2 E3 inh	zVAD death inh	Hck Nef HTS	TbHK1 inh	NCF1 inh	14-3-3 Bad PPI	EBV gp42 block
CC(=O)N1CCc2cc(S(=O)(=O)NC(Cc3ccccc3)C(=O)NC3CCCCCC3)ccc21 (centres undefined)	3	0	-7	-0.4	2	-5	-12	6	0
CCOC(=O)c1cc(-c2ccc(F)cc2)n(CC(=O)NC(C)CC)c1C (centres undefined)	-1	1	-17	-0.2	12	-3	-9	-6	-1
CC/C(=N\NC(=O)CCC(=O)NCc1ccccc1)c1ccc(O)cc1	0	-1	-1	4.1	25	-9	5	-14	-11
CC1CN(C(=O)C2(C)CC2(Br)Br)CC(C)O1 (centres undefined)	2	0	-6	1.6	5	-3	-3	21[fluorescence artefact?]	-1
O=C(COc1nncc2ccccc12)Nc1ccc(F)c(F)c1	1	1	-16	2.0	22	0	-8	-10	-23
COc1cccc(C2NC(=O)NC(C)=C2C(=O)Nc2ccc(C)cc2)c1OC (centres undefined)	6	-1	-2	0.2	2	4	-12	8	-10
COc1ccccc1CNc1nc2ccccc2n1CCN1CCCCC1	-5	0	-13	0.3	3	6	-9	-3[fluorescence artefact?]	-5
COc1ccc(-c2nc(-c3ccccc3)nc(N3CCN(C)CC3)c2C#N)cc1	-3	-2	4	0.1	1	-8	-15	10	12
CCCNS(=O)(=O)c1ccc(C(=O)NCC2CCCO2)cc1 (centres undefined)	-1	1	-9	0.0	-1	0	-7	-2[fluorescence artefact?]	-6
COc1ccccc1/C=N/NC(=O)C(=O)NCc1cccnc1	-4	0	-14	4.4	17	-22	-8	-5	-21
O=C(Nc1ccccc1Cl)C1CCCN(S(=O)(=O)c2ccc(F)cc2)C1 (centres undefined)	1	-2	-9	0.6	3	8	-2	77*	3
Cc1cc2cc(CN3C(=O)c4ccccc4C3=O)ccc2[nH]1	-4	-2	3	x	-8	0	-13	2[fluorescence artefact?]	-2
Cc1cccc(OCC(=O)Nc2ccc3c(c2)nc(CN2CCCCC2)n3C)c1	1	-2	-9	0.9	13	0	-10	2	-17
CN1CCN(C2=NCCO2)CC1	-2	1	-18	1.0	5	9	-7	-5	-7
CC(NC(=O)CCc1nnc(-c2ccc(-c3ccccc3)cc2)o1)c1nccs1 (centres undefined)	x	x	-9	0.8	27	-1	-6	-13	-5
N#C/C(=C\c1c(F)cccc1Cl)S(=O)(=O)c1ccccn1	1	-1	-14	-0.4	11	-7	-1	2	-10
Cc1cc(C)nc(NN=C(c2ccccc2)c2ccccc2)n1	0	-4	5	0.1	2	-16	-9	-13[fluorescence artefact?]	-4
CC(=O)c1c(C)n(-c2ccccc2)c2ccc(OCC(O)CN3CCOCC3)cc12 (centres undefined)	0	0	-7	0.8	2	-8	-4	-9	-18
CCOC(=O)C1=C(CS(=O)(=O)c2ccc(C)cc2)NC(=O)NC1c1ccc(O)c(OC)c1 (centres undefined)	0	4	0	0.7	7	-3	-2	1	-17
ClC(Cl)(c1nnnn1-c1ccccc1)c1nnnn1-c1ccccc1	32	25	0	0.6	-8	15	4	22[fluorescence artefact?]	-11
O=C(COC(=O)c1cc(-c2ccccc2)nc2ccccc12)NCC1CCCO1 (centres undefined)	2	-8	-10	0.8	20	-5	2	7	-9
C/C=C(/C)C(=O)Nc1cccc(C2=NOC3(C2)C[C@H](C(N)=O)N(C(=O)COc2ccc(Cl)cc2)C3)c1 (some centres undefined)	0	0	-3	-1.4	19	-10	-7	0	1
O=C(NCc1ccc2c(c1)OCO2)c1cc(-c2ccncc2)nc2ccccc12	0	-2	x	-0.6	17	-3	2	-3	-6
COCCNC(=S)NC(=O)c1ccc(C(C)(C)C)cc1	1	-1	-7	1.2	6	-2	5	-13	-1
CCOC(=O)c1ccccc1NC(=O)c1cc(S(=O)(=O)N2CCOCC2)ccc1F	8	-7	-5	-0.5	-2	-5	-9	-5	-10
CCOC(=O)CCCCC(=O)c1[nH]c(=O)[nH]c1CSc1nnc2c3cc(Br)ccc3n(C)c2n1	7	15	-11	1.2	48	3	-29	2	-5
Cc1nc(N)sc1C(=O)N/N=C/c1c[nH]c2ccccc12	-1	0	-16	-1.1	30	-84	3	31[fluorescence artefact?]	-25
Cc1ccc(CNC(=O)C2CCCN(c3nc4ccsc4c(=O)s3)C2)cc1 (centres undefined)	3	1	-4	1.8	39	5	3	0	-19
COC(=O)c1cc(NC(=O)CCc2c(C)nc3ncnn3c2C)cc(C(=O)OC)c1	1	-3	-15	0.3	2	8	8	x	1
COc1cc(OC)c2c(-c3ccccc3)cc(=O)oc2c1C(CCN1CCCC(C)C1)c1ccc2c(c1)OCO2 (centres undefined)	2	0	13	2.9	25	-5	-9	-4	-12
O=C(c1cc(-c2ccc(Cl)cc2Cl)on1)N1CCOCC1	-1	1	-77	0.4	5	-3	-1	1	-30
C=C(C)C(=O)Nc1nnc(-c2ccccc2C)s1	x	x	-6	14	22	-5	-14	0	-9
COc1ccccc1NC(=O)Nc1ccncc1	-1	x	-17	0.6	-8	1	-4	7	-4
CC1Cc2ccccc2N1S(=O)(=O)c1cnc[nH]1 (centres undefined)	1	1	-24	2.2	0	0	-55	7	-12
Cc1nn(C(CC(=O)O)C(=O)O)c(C)c1Br (centres undefined)	1	1	-7	-1.3	-8	-11	12	23	-15
Cc1ccc(NC(=O)Nc2nnc(-c3ccncc3)s2)cc1	-2	0	-10	75	20	-5	-4	-19	-30
CC(=O)c1ccc(OCC(C)Oc2ccc(C#N)cc2)cc1 (centres undefined)	1	3	-11	1.4	-2	-14	-1	9	-5
CC(C)CC(NC(=O)C(CC(C)C)NC(=O)OC(C)(C)C)C(=O)O (centres undefined)	0	1	-1	2.9	-3	26	-9	8	-6
N#CCSc1nc2ccccc2c2nc3ccccc3n12	-3	-1	3	3.2	5	-8	-7	3[fluorescence artefact?]	-5
Cc1cc(C(F)(F)F)nc(Nc2nc(C)c3ccccc3n2)n1	-3	-1	-11	-0.1	0	-13	-19	-3	-31
CC(C)(C)c1ccc(C(=O)NC(=S)Nc2ccc(N3CCOCC3)cc2)cc1	4	-2	-1	0.1	8	28	-18	13[fluorescence artefact?]	-5
c1ccc(-c2cc(-c3nc4ccccc4[nH]3)c3ccccc3n2)cc1	4	-2	-5	x	3	-15	-24	-2	-3
CC(C)N(CCNCc1nnc(-c2ccccc2)o1)C(C)C	-2	1	-13	3.1	19	-2	-5	15	-10
CCCCN1C(=O)c2ccc(C(=O)Nc3ccc(C)c(S(=O)(=O)N(C)C)c3)cc2C1=O	5	-4	-24	1.0	1	5	-36	1	-2
O=C(N/N=C/c1cccs1)[C@H]1C[C@@H]1c1ccccc1	2	0	0	1.8	-1	1	-13	-3	1
O=C(Nc1ccc2c(c1)OCCO2)C1CCCN(S(=O)(=O)c2cccc3nsnc23)C1 (centres undefined)	-1	1	-3	-0.1	2	-9	-10	3	-8
Cc1ccc(C2C(C#N)=C(N)Oc3cc(C)oc(=O)c32)o1 (centres undefined)	x	x	-1	5.7	26	-3	-20	1	-8
O=S(=O)(NCCCN1CCOCC1)c1ccc2ccccc2c1	x	x	-11	1.6	25	-3	-3	-8	3
CSCCC(NS(=O)(=O)c1ccc2[nH]c(=O)c(=O)[nH]c2c1)C(=O)O (centres undefined)	-3	1	-7	1.2	22	-14	-15	-13	-8
Cc1ccc2nc(C)cc(Nc3ccc4c(c3)OCCO4)c2c1	-5	0	-14	-0.7	9	-35	-10	14[fluorescence artefact?]	-3
O=C1/C(=C/c2ccc3c(c2)OCO3)CCC/C1=C\c1ccc2c(c1)OCO2	-3	32	-4	0.0	3	-7	-40	-2	-30
COc1ccc(C(=O)N/C(=C\c2cn(S(=O)(=O)N(C)C)c3ccccc23)C(=O)NC(C)C)cc1	-2	-2	-13	0.1	8	-13	0	-6	-3
Cc1nn(-c2ccccc2)c(C)c1/C=N\N1CCN(c2ccc(Cl)cc2)CC1	1	-2	1	0.2	3	-5	-5	6	7
O=C1CCCC2=C1C(c1cccs1)Nc1ccccc1N2 (centres undefined)	-2	-2	1	1.4	1	-18	-11	-5[fluorescence artefact?]	6
COC(=O)CCC(=O)OC1(C)C(=O)C=C2C=C(C3CC3)N(CCc3ccccn3)C=C2C1=O (centres undefined)	-1	1	-1	0.5	18	-35	8	-7	1
CC1CC(C)CN(CCCNC(=O)c2ccc(CS(=O)(=O)Cc3ccccc3F)o2)C1 (centres undefined)	0	2	-5	1.2	-1	3	-17	8	-21
CCOC(=O)C1=C(c2ccccc2)N=C2SCC(=O)N2C1c1ccc(O)c(OC)c1 (centres undefined)	2	-1	-16	-0.8	1	-21	-9	-9	-8
CCOC(=O)C1CCN(C(=O)COc2ccc(S(=O)(=O)NC(C)C)cc2Cl)CC1	-4	-1	-12	-0.9	1	-4	-6	7	-3
O=C(Nc1ccc2cn[nH]c2c1)c1ccccc1F	4	-1	-7	x	8	-3	-10	-2[fluorescence artefact?]	-6
O=C(Nc1cc([N+](=O)[O-])ccc1N1CCOCC1)c1ccco1	4	2	-93	-0.4	-11	-3	-2	0	1

(further entries)
SMILES	Runt-SMMHC FRET	Runt-CBFb FRET	MDM2 E3 inh	zVAD death inh	Hck Nef HTS	TbHK1 inh	NCF1 inh	14-3-3 Bad PPI	EBV gp42 block
CCCCn1c(SCC(=O)O)nc2ccccc21	2	1	-6	0.2	-1	-4	-10	28	-8
CCOc1ccc(-n2c(-c3ccccc3)nnc2-c2ccccc2)cc1	4	-2	-8	x	-3	-4	2	16	-3
C=CCN(C(=O)Cn1nnc2ccccc21)C(C(=O)NCCOC)c1ccc(OC)cc1OC (centres undefined)	-8	0	-39	-0.3	0	1	-9	2	-7
COCCCN1CN(S(=O)(=O)c2ccc(Cl)cc2)c2nc3ccccc3nc21	1	2	-12	0.8	2	-24	-12	2	0
Cc1ccccc1NCN1C(=O)C2C3C=CC(C3)C2C1=O (centres undefined)	-3	-4	-17	0.5	1	2	4	x	3
CCOc1ccc(-c2cc(CCCC(=O)NCCCOC)no2)cc1	2	-2	2	-0.4	1	26	-1	-8[fluorescence artefact?]	-13
CCOC(=O)C(NCc1ccco1)(NC(=O)c1ccccc1)C(F)(F)F (centres undefined)	1	3	-17	-0.2	9	-3	-4	-6[fluorescence artefact?]	-10

Retrieved by structure from above (3):
SMILES	Runt-SMMHC FRET	Runt-CBFb FRET	MDM2 E3 inh	zVAD death inh	Hck Nef HTS	TbHK1 inh	NCF1 inh	14-3-3 Bad PPI	EBV gp42 block
O=C1CCCC2=C1C(c1cccs1)Nc1ccccc1N2 (centres undefined)	-2	-2	1	1.4	1	-18	-11	-5[fluorescence artefact?]	6
O=C(Nc1ccccc1Cl)C1CCCN(S(=O)(=O)c2ccc(F)cc2)C1 (centres undefined)	1	-2	-9	0.6	3	8	-2	77*	3
CSCCC(NS(=O)(=O)c1ccc2[nH]c(=O)c(=O)[nH]c2c1)C(=O)O (centres undefined)	-3	1	-7	1.2	22	-14	-15	-13	-8
